MT stabilizer: stabilizes microtubules in HeLa cells; HeLa tubulin immunostaining HCS, 24 h; share of cells brighter than vehicle mean+2SD; % tubulin-high responders, % at 10 µM; 0.83% of 200,000 active; AID 2205;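 active means plate Z-score above 3 for both tubulin-high and condensed-nucleus cell shares, with cell loss under 80%, at 10 µM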;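 further: anti alpha tubulin signal scored within the nucleus-defined area of each cell; some results filed as inactive read as strong as hits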
M17LAP inhibition: P. falciparum M17LAP inhibitors, primary screen, biochemical, fluorogenic H-Leu-NHMec substrate, 1536-well (AID 1619). recombinant M17LAP, H-Leu-NHMec fluorogenic kinetic assay; higher % means a stronger effect. inhibition, % at 30 µM, or IC50 in µM where a hit was titrated. 0.38% of 220,000 active;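 active means compound inhibiting the enzyme by more than half at any dose during confirmatory dose-response retesting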;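 further: plate controls were full reaction with DMSO carrier for no effect and no enzyme background for full effect; strong numbers were not always called active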
Autophagy HCS: modulators of autophagy | MEF GFP-LC3 puncta imaging; test concentration mostly 10 µM | calls only at 10 µM (by protocol) | 0.98% of 190,000 active;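 active means percentage of spot-positive cells more than 3 SD above its plate mean, without a fluorescence outlier flag or 80% toxicity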;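 further: spot-positive cell cutoff set from DMSO-treated cells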
bCat nuc transl: modulators of beta-catenin nuclear translocation; HeLa beta-catenin nuclear translocation, immunofluorescence imaging; nuclear translocation activity, % at 5 µM; 0.3% of 190,000 active; AID 1665;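 active means nuclear translocation activity above 50% at 5 µM, with a well cell count of 50 or more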;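 further: per-cell ratio of nuclear to cytoplasmic median beta-catenin stain intensity; plate controls were DMSO negative control for no effect and GSK-3 inhibitor IX positive control for full effect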
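Assay system: human HeLa cells, native beta-catenin; doses: 5 µM primary, 0.02–20 µM confirmation; incubation: compound treatment 24 h, 37°C, 5% CO2; technique: fluorescence imaging of beta-catenin antibody stain plus DAPI; measure: % activation, nuclear-to-cytoplasmic median beta-catenin signal ratio per cell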
WT yeast gro inh: growth inhibition of WT yeast, mitochondrial fusion screen. mitochondrial fusion phenotypic screen, WT strain. inhibition, % at 10 µM. 2.1% of 190,000 active; in the data active means inhibition above about 58%; tested in S. cerevisiae
P. falciparum M1AAP: malaria alanyl aminopeptidase activity blockers – biochemical, fluorogenic H-Leu-NHMec substrate, 1536-well (AID 1445); 0.42% of 220,000 active; inhibition, % at 30 µM, or IC50 in µM where a hit was titrated; recombinant M1AAP, H-Leu-NHMec fluorogenic kinetic assay; higher % means a stronger effect;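 active means primary inhibition above the hit cutoff, then over 50% inhibition at one or more dose response concentrations, cut at about 23% in these data, passing the limit was not always enough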;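 further: plate controls were DMSO full reaction for no effect and no enzyme background for full effect; strong numbers were not always called active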
Dynein cargo inh: blocks dynein driven cargo transport along microtubules; 3617.4 mouse cells, GR-EGFP nuclear translocation imaging; test concentration mostly 20 µM; stimulated with dexamethasone, 1 µM; hits give low values; z-score, hits read low; 0.47% of 220,000 active; AID 1381;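 active means plate z-score of nuclear minus cytoplasmic receptor signal below a set negative limit, without overly bright fluorescence or cell loss, cut at about -3.5 in these data, passing the limit was not always enough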;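 further: z-score of nuclear minus cytoplasmic ring GR-EGFP intensity difference per well; some compounds called inactive have numbers as strong as hits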
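Also added: dexamethasone, 1.0 µM final. Medium: tet-free, stripped-serum medium. Detection: fixed, Hoechst-stained cells imaged at 10x for EGFP. Read-out: nuclear-to-cytoplasmic GR-EGFP distribution per well. Times: induction 48 h, compound 1 h, agonist 30 min.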
Yfh1-depleted yeast: enhancers of respiration in Yfh1-depleted yeast, dose response, Friedreich's ataxia, plus single-dose screen (AID 1465); 0.074% of 220,000 active; S. cerevisiae Yfh1-off respiration, WST-1 reduction, 72 h; higher fold induction means a stronger effect; one-dose fold induction at 50 µM; EC50 in µM for titrated hits;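 active means fold induction of absorbance versus untreated yeast above a set limit, then at least 30% activation at any dose in follow-up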;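 further: activators that raise dye reduction in frataxin-depleted yeast; strong numbers were not always called active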
T cell modulator: T cell immune modulation candidate | 2C CD8+ T cell-vesicle binding, flow cytometry; hits give low values | 0.068% of 330,000 active | AID 2052 | calls only at 7 µM;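 active means response, share of CD8 T cells binding vesicles, and their 90th percentile fluorescence all below set limits, cut at about 80% in these data, passing the limit was not always enough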
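Test system: purified 2C TCR transgenic mouse naive CD8+ T cells. Probe or stimulus: QL9-peptide-loaded Drosophila micro-vesicles bearing Ld, ICAM-1 and B7-1. Incubation: binding step 1.5 h, 37 °C, antibody labelling 20 min, ice. Measured by: flow cytometry of vesicle-bound cells.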
WT yeast gro inh mutant strain: recorded beside WT yeast gro inh, whose call it bears; inhibition, %; mitochondrial fusion phenotypic screen, mutant strain inhibition
Dynein cargo inh cytoplasmic EGFP: recorded beside Dynein cargo inh, whose call it bears; z-score; measured here: cytoplasmic GR-EGFP intensity; hits give high values
Dynein cargo inh nuclear GR-EGFP: further read-out of Dynein cargo inh, marked with its call; z-score; measured here: nuclear GR-EGFP intensity;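 lower value marks the stronger effect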
Dynein cargo inh cell count: further read-out of Dynein cargo inh, marked with its call; z-score; measured here: cell count per field
bCat nuc transl cell count 5 µM: further read-out of bCat nuc transl, marked with its call; cell count; measured here: cell count, cytotoxicity flag
T cell modulator vesicle-bound %: further read-out of T cell modulator, marked with its call; double positive events, %; measured here: CD8+ vesicle-bound cell fraction;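 binding gate set so that unloaded-vesicle control wells show 10% double positive cells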
MT stabilizer Hoechst-high %: further read-out of MT stabilizer, marked with its call; % Hoechst-high responders; measured here: nuclear condensation Hoechst responders;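 share of cells brighter than vehicle mean plus two SD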
MT stabilizer cytotoxicity %: second read-out of MT stabilizer, no call of its own (marks repeat the call); toxicity, %; measured here: cytotoxicity by cell density;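 0% = mean cell density of plate MIN control wells and 100% = no cells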
Autophagy HCS cell loss 18 h: also measured in Autophagy HCS; calls as there; toxicity, %; measured here: cell loss, nuclei count;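 cell loss after 18 h compound exposure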
The depositor's hits bear a star; i = inactive; . = not tested or not shown; + = active, no number.

structure	MT stabilizer	MT stabilizer Hoechst-high %	MT stabilizer cytotoxicity %	M17LAP inhibition	Autophagy HCS	Autophagy HCS cell loss 18 h	bCat nuc transl	bCat nuc transl cell count 5 µM	WT yeast gro inh	WT yeast gro inh mutant strain	P. falciparum M1AAP	Dynein cargo inh	Dynein cargo inh cytoplasmic EGFP	Dynein cargo inh nuclear GR-EGFP	Dynein cargo inh cell count	Yfh1-depleted yeast	T cell modulator	T cell modulator vesicle-bound %
CCOC(=O)CSc1nc2c(sc3ccccc32)c(=O)n1CCCN1CCOCC1	3.3	1.6	17	8%	i	-2	-0.5	1049	3	-1	2%	-0.42	0.13	0.22	-0.17	i	i	18
C=CCn1cc(C(=O)OCC)c(=O)c2cc(F)c(F)cc21	.	.	.	10%	.	.	0.9	1392	.	.	4%	-0.62	-0.27	0.51	0.14	i	i	51
COC(=O)C(C)n1cnc2c(nnn2-c2ccc(OC)cc2)c1=O (stereo unspecified)	2.7	2.1	7.5	0%	i	1	1.7	1445	3	16	2%	-0.36	-0.095	0.091	0.28	i	i	34
Cc1ccc(NC(=O)C(=O)NCCN2CCN(S(=O)(=O)c3ccccc3)CC2)cc1C	4.0	1.9	0.5	9%	i	3	-0.2	1481	22	8	-5%	1.2	-0.14	0.29	-0.89	i	i	10
O=C(c1cccc(N2C(=O)C3CC=CCC3C2=O)c1)N1CCN(c2ccccc2)CC1 (stereo unspecified)	4.1	1.9	13	1%	i	14	-9.4	1185	-5	7	20%	-0.7	-0.25	-0.22	-0.092	.	i	56
Fc1ccc(CN2CCN3CCCC3C2C2CCCCC2)cc1F (stereo unspecified)	2.6	1.3	5.5	-1%	i	3	-0.6	1372	20	8	2%	2.9	-0.096	1.7	-1	i	i	24
Cc1nn(-c2ccccc2)c2c1C(=O)N(c1ccccc1)C(=O)C(C)(C)C2	3.1	1.7	8.4	-2%	i	25	-0.3	1251	-5	-5	-9%	0.098	-0.19	0.91	0.55	i	i	56
CC(=O)Nc1ccc(-c2csc(NC(=O)C3CC(=O)N(c4ccc5c(c4)OCCO5)C3)n2)cc1 (stereo unspecified)	.	.	.	2%	.	.	-0.6	1344	.	.	2%	0.16	-0.82	-0.043	-0.3	i	i	12
Cc1ccccc1NC(=S)N(CCN(C)C)C(C)c1cccnc1 (stereo unspecified)	1.2	1.6	3.3	1%	i	10	-1.7	1159	4	-5	4%	-0.93	-0.28	-0.43	1.1	i	i	20
O=C(NCCCn1cccn1)c1cc(COc2ccc(F)cc2Cl)on1	3.0	2.2	2.2	-2%	i	-13	-1.4	1138	11	-4	-7%	-0.5	-0.17	-0.12	0.85	i	i	58
C[C@H](NC(=O)c1nc[nH]c1C(=O)N[C@@H](C)c1ccccc1)C(=O)OC(C)(C)C	1.1	1.3	8.8	-5%	i	3	2.8	1028	12	-2	-12%	1.7	-0.0091	1.2	-0.35	i	i	56
Cc1n[nH]c(C)c1N=Nc1ccc(Br)cc1	16	1.8	8.4	-6%	i	0	22	733	40	54	-5%	0.53	-0.33	0.5	-0.2	i	i	36
CC(C)(C)c1ccc(OCc2nnc(SCC(N)=O)n2N)cc1	1.9	3.1	7.8	-5%	i	-11	-1.9	1082	0	5	1%	0.031	-0.31	0.32	-0.66	i	i	33
CCOc1ccccc1C(=O)N1CCN(c2cccc(Cl)c2)CC1	15*	32*	46*	-14%	+	67*	69*	324*	17	11	1%	-0.74	-0.12	-0.34	0.25	i	i	58
O=C(NCc1ccccc1Cl)NCc1ccccc1Cl	.	.	.	-1%	.	.	0.4	1311	.	.	-8%	-0.84	-0.3	-0.63	0.78	i	i	35
O=C(COc1ncnc2ccccc12)Nc1cccc([N+](=O)[O-])c1	2.5	1.0	3.9	15%	i	-15	0.7	1013	1	7	-1%	1.3	0.35	1.2	-1.2	i	i	33
COc1ccc(OC)c(-c2cc(C(=O)Nc3cc(C)n(Cc4ccc(Cl)cc4)n3)no2)c1	4.0	6.1	14	-22%	i	2	-3.6	842	4	-17	5%	1.2	-0.26	1	-0.17	i	i	12
CCN(CC)C(=O)Cn1cc(C(=O)C(=O)N2CCCc3ccccc32)c2ccccc21	4.5	2.9	6.1	31%	i	20	1.2	1071	-11	-4	3%	-0.07	-0.0096	0.028	0.048	.	i	54
O=C(/C=C/c1ccccc1)NCCCNC(=O)/C=C/c1ccccc1	2.7	0.3	1.0	10%	i	16	0.0	1061	-1	11	-2%	0.29	-0.2	0.18	0.31	i	i	57
CC1(C)CC(=O)C(C=NCCCn2ccnc2)=C(O)C1	4.5	3.2	4.3	14%	i	17	-0.8	875	2	-4	7%	-0.6	-0.33	-0.017	0.13	i	i	20
Cc1ccc(Cl)cc1N1CCN(Cc2nc3c(c(=O)[nH]c(=O)n3C)n2CCc2ccccc2)CC1	1.0	1.6	5.7	12%	i	-3	-1.2	1234	3	13	1%	-0.48	1.8	0.76	-1.4	i	i	39
Cc1cccc(-n2nc(C)c3c(C(=O)O)cc(-c4cccs4)nc32)c1	3.8	2.5	4.5	4%	i	-4	-3.0	1067	2	2	10%	0.24	-0.14	0.77	-0.98	i	i	17
Cc1ccc(NC(=O)CSc2nnc(Cc3cccn3C)n2-c2ccc(F)cc2)c(C)c1	2.7	3.4	7.6	-2%	i	-4	-6.5	1192	-6	-4	15%	-0.14	-0.21	0.14	0.047	i	i	28
O=C(NCc1cccs1)C1CCCCC1	3.0	2.2	7.9	13%	i	30	.	.	2	2	1%	-0.068	-0.4	0.0083	-0.19	i	i	62
CS(=O)(=O)c1ccc(C(=O)Nc2ccc(N3CCCC3)cc2)c(Cl)c1	6.3	2.1	10	3%	i	3	0.6	1114	-5	5	7%	0.19	0.61	0.52	0.53	i	i	36

Record cards, from the list above. Order of screens: MT stabilizer | MT stabilizer Hoechst-high % | MT stabilizer cytotoxicity % | M17LAP inhibition | Autophagy HCS | Autophagy HCS cell loss 18 h | bCat nuc transl | bCat nuc transl cell count 5 µM | WT yeast gro inh | WT yeast gro inh mutant strain | P. falciparum M1AAP | Dynein cargo inh | Dynein cargo inh cytoplasmic EGFP | Dynein cargo inh nuclear GR-EGFP | Dynein cargo inh cell count | Yfh1-depleted yeast | T cell modulator | T cell modulator vesicle-bound %
Results for `C[C@H](NC(=O)c1nc[nH]c1C(=O)N[C@@H](C)c1ccccc1)C(=O)OC(C)(C)C` → 1.1 | 1.3 | 8.8 | -5% | i | 3 | 2.8 | 1028 | 12 | -2 | -12% | 1.7 | -0.0091 | 1.2 | -0.35 | i | i | 56
Results for `O=C(/C=C/c1ccccc1)NCCCNC(=O)/C=C/c1ccccc1` → 2.7 | 0.3 | 1.0 | 10% | i | 16 | 0.0 | 1061 | -1 | 11 | -2% | 0.29 | -0.2 | 0.18 | 0.31 | i | i | 57
Results for `CC1(C)CC(=O)C(C=NCCCn2ccnc2)=C(O)C1` → 4.5 | 3.2 | 4.3 | 14% | i | 17 | -0.8 | 875 | 2 | -4 | 7% | -0.6 | -0.33 | -0.017 | 0.13 | i | i | 20

Two records drawn at random from the list so far, as already listed:
structure	MT stabilizer	MT stabilizer Hoechst-high %	MT stabilizer cytotoxicity %	M17LAP inhibition	Autophagy HCS	Autophagy HCS cell loss 18 h	bCat nuc transl	bCat nuc transl cell count 5 µM	WT yeast gro inh	WT yeast gro inh mutant strain	P. falciparum M1AAP	Dynein cargo inh	Dynein cargo inh cytoplasmic EGFP	Dynein cargo inh nuclear GR-EGFP	Dynein cargo inh cell count	Yfh1-depleted yeast	T cell modulator	T cell modulator vesicle-bound %
O=C(c1cccc(N2C(=O)C3CC=CCC3C2=O)c1)N1CCN(c2ccccc2)CC1 (stereo unspecified)	4.1	1.9	13	1%	i	14	-9.4	1185	-5	7	20%	-0.7	-0.25	-0.22	-0.092	.	i	56
O=C(NCCCn1cccn1)c1cc(COc2ccc(F)cc2Cl)on1	3.0	2.2	2.2	-2%	i	-13	-1.4	1138	11	-4	-7%	-0.5	-0.17	-0.12	0.85	i	i	58
